CHO parental Ca = counter-screen: ATP calcium response change in parental CHO cells. parental CHO-K1, ATP-induced calcium, Fluo-8 fluorescence. inhibition, % at 5.6 µM. 330,000 compounds, 0.63% hits;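 active = inhibition above that plate's mean sample inhibition plus 3 SD, cut at about 26% in these data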;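 note: 0% = ATP-challenged DMSO wells and 100% = DMSO wells without ATP; some compounds past the cut are filed as inactive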
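Test system: untransfected parental CHO cell line; also added: ATP stimulus; dosing: 5.6 µM, single dose; signal: calcium-sensitive Fluo-8 fluorescence; measure: percent inhibition of ATP-evoked calcium rise, normalized to controls; benchmarks: low control ATP plus DMSO, high control DMSO only; replication: one well per compound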
CHO-K1 Ca antag = nonselective inhibitor or artifact in parental CHO-K1 cells | ATP-induced calcium, Fluo-8 fluorescence | inhibition, % at 3 µM | 360,000 compounds, 0.6% hits;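 active = inhibition above a per-plate cutoff, the plate's mean sample inhibition plus 3 SD, cut at about 24% in these data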;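 note: 0% = DMSO plus EC80 ATP and 100% = DMSO alone without ATP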
M1 PAM parental = counter-screen for M1 PAMs: effect in parental CHO-K1 cells. ATP EC20, Fluo-8 calcium fluorescence; 0% at ATP EC20, 100% at ATP max. activation, % at 3 µM. 360,000 compounds, 0.02% hits. AID 602247;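 active = activation above the run cutoff, the mean activation of all test compounds plus 3 SD, cut at about 40% in these data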;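 note: peak over basal fluorescence ratio in a 140 s read after ATP addition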
CHO-K1 Ca ag = M1 agonist counterscreen hit in parental CHO-K1 cells; Fluo-8 calcium fluorescence; scaled to maximal ATP response, vehicle zero; activation, % at 3 µM; 360,000 compounds, 0.48% hits; in the data active = activation above about 15%;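 note: untransfected CHO-K1 host cells lacking M1 receptor as counterscreen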
TAAR1 antag = human TAAR1 antagonism; Q96RJ0; CHO RD-HGA16 TAAR1, Fluo-8 calcium fluorescence, antagonist; inhibition, % at 3 µM; 360,000 compounds, 1.5% hits; AID 624466;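 active = inhibition above a per-plate cutoff, the mean inhibition of test compounds on that plate plus 3 SD, cut at about 49% in these data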;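 note: 0% = DMSO plus EC80 beta-PEA response and 100% = DMSO alone without agonist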
Target sequence (Q96RJ0 whole entry, looked up): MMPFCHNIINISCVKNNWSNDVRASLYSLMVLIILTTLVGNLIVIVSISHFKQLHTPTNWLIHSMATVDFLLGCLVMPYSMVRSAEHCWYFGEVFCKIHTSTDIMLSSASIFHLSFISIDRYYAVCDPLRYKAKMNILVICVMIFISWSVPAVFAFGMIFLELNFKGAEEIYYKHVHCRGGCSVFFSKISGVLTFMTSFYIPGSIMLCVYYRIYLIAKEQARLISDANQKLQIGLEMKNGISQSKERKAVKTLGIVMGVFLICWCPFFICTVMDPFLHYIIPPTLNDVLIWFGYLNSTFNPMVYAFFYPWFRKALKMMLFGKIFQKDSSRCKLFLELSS
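Material: CHO RD-HGA16 cells bearing hTAAR1; compound dosing: one-point dosing, 3 µM nominal final; schedule: dye loading 75 min at 37 °C, then 30 min room temperature; measured by: calcium fluorescence with Fluo-8; control set: vehicle and agonist controls; replication: n of 1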
GPR7 antagonist = blocks human GPR7 receptor signaling | 290,000 compounds, 1.1% hits | P48145 | GPR7-expressing cells, fluorescence antagonist assay | inhibition, % at 4.4 µM; in the data active = inhibition above about 16%, passing the limit was not always enough;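 note: cells stimulated with the agonist NPW; 0% = agonist with vehicle and 100% = vehicle without agonist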
Target sequence (P48145 whole entry, looked up): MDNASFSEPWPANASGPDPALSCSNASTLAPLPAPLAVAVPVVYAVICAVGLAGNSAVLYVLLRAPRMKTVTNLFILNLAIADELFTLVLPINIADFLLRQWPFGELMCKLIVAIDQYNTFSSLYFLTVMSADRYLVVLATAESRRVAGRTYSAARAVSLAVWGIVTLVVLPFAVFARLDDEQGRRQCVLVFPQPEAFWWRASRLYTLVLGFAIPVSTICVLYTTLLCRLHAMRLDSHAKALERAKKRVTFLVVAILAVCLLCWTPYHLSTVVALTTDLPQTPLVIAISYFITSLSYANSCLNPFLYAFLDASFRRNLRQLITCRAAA
V1aR counter = counter-screen for oxytocin receptor agonists: human V1a receptor agonists. P37288. CHO-V1R cells, Fluo-8 calcium fluorescence, agonist mode; 0% DMSO, 100% 3 nM vasopressin. activation, % at 3 µM. 320,000 compounds, 0.25% hits. AID 2797;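 active = activation above the mean activation of all tested compounds plus 3 SD, per screening run, cut at about 20% in these data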;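 note: signal is peak over basal fluorescence ratio across a 100 second FLIPR read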
Target sequence (P37288 whole entry, looked up): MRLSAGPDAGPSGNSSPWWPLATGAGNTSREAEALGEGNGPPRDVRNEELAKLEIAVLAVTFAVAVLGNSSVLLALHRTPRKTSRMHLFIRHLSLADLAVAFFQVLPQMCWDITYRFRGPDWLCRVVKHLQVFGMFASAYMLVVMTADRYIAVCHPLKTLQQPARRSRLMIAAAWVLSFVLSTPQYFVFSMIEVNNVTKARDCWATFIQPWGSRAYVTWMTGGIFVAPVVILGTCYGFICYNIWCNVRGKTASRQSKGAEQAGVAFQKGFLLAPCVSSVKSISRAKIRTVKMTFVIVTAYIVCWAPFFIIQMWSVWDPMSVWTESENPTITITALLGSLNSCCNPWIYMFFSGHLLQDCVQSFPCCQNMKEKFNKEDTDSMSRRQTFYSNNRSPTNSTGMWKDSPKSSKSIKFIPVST
OXTR agonist = agonists of human oxytocin receptor; P30559; CHO-OTR cells, Fluo-8 calcium fluorescence; normalized: DMSO 0%, oxytocin 100%; 320,000 compounds, 0.32% hits; AID 2435; activation, % at 3 µM;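 active = activation above the mean of all tested compounds plus 3 SD, cutoff set per screening run, cut at about 20% in these data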;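 note: peak over basal fluorescence ratio from a 100 s FLIPR kinetic read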
OXTR potentiate = potentiators of human oxytocin receptor. P30559. CHO-OTR cells, Fluo-8 calcium fluorescence, potentiator mode; 0% = oxytocin EC15, 100% = EC100. activation, % at 3 µM. 320,000 compounds, 0.061% hits. AID 2445;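 active = activation above that plate's cutoff, the mean activation of tested compounds plus 3 SD, cut at about 6.6% in these data, passing the limit was not always enough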;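 note: 100% uses oxytocin at 75 nM as the full agonist control; some results filed as inactive read as strong as hits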
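Assay system: CHO-OTR cells, human receptor / Also added: oxytocin at about EC15, sub-maximal agonist stimulus / Dosing: single dose, 3.0 µM nominal final compound concentration / Incubation: 6 min pre-incubation, 100 s read / Technique: Fluo-8 calcium dye fluorescence / Read-out: % activation vs EC15 and EC100 oxytocin / Benchmarks: EC15 oxytocin low, 75 nM oxytocin high / Replicates: singlicate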
Numbers without * were called inactive; . = not tested or not shown.

SMILES	CHO parental Ca	CHO-K1 Ca antag	M1 PAM parental	CHO-K1 Ca ag	TAAR1 antag	GPR7 antagonist	V1aR counter	OXTR agonist	OXTR potentiate
CCOc1ccc(NC(=O)[C@@H]2CCCN2C(=O)c2cccs2)cc1S(=O)(=O)N1CCCCC1	-28	3	14	1.0	0	.	1.1	0.2	-3
O=S(=O)(CCc1ccncc1)Cc1ccc2c3c(cccc13)CC2	-9	-19	13	1.9	-21	-4	0.9	0.0	-1
CCCOc1cccc(C2C(C(=O)c3cc4ccccc4o3)=C(O)C(=O)N2c2cc(C)on2)c1 (stereo not drawn)	-5	-9	14	0.1	-14	2	1.0	0.0	4
CC(C)Cn1c(-c2cccs2)nc2nc3ccccc3nc21	-2	-2	14	2.3	14	-18	-1.5	-1.7	-4
Cc1[nH]c(-c2ccc(F)cc2)cc1C(=O)N1CCN(c2ccccc2F)CC1	.	-17	-1	1.9	-7	16	.	.	.
O=C(/C=C/c1cccs1)N1CCN(c2ccc(F)cc2)CC1	-10	1	6	1.1	-22	6	0.2	-3.3	-2
O=C(CSc1nnc(CNc2ccc(F)cc2)o1)OC1CCCCC1	9	-6	15	0.7	-9	-3	9.0	-0.1	-10
COC(=O)c1cc(NC(=O)COC(=O)CCc2c[nH]c3ccccc23)cc(C(=O)OC)c1	.	6	-6	-0.2	-21	.	.	.	.
O=C(NCc1ccccc1)C(c1ccc(F)cc1)N(C(=O)c1csnn1)c1ccccc1 (stereo not drawn)	-20	-7	-1	1.4	-2	24	1.8	-0.1	-7
O=C(COC(=O)c1c(F)cccc1Cl)NC1CCCC1	0	-7	-2	-0.6	-30	-2	-0.6	-0.1	-8
Cc1ccc(C)c(S(=O)(=O)N2CCN(C(=O)[C@@H]3CCCN3C(=O)c3cccs3)CC2)c1	8	8	-3	0.0	-11	.	-0.4	-1.7	0
CC(C)(C)C(=O)c1c(N)[nH]c(C(=O)c2ccccc2)c1-c1cc2ccccc2nc1Cl	.	-10	6	2.5	10	.	.	.	.

In a second layout: 2 of the compounds above
CCCOc1cccc(C2C(C(=O)c3cc4ccccc4o3)=C(O)C(=O)N2c2cc(C)on2)c1 (stereo not drawn)
  CHO parental Ca = -5
  CHO-K1 Ca antag = -9
  M1 PAM parental = 14
  CHO-K1 Ca ag = 0.1
  TAAR1 antag = -14
  GPR7 antagonist = 2
  V1aR counter = 1.0
  OXTR agonist = 0.0
  OXTR potentiate = 4

CC(C)Cn1c(-c2cccs2)nc2nc3ccccc3nc21
  CHO parental Ca = -2
  CHO-K1 Ca antag = -2
  M1 PAM parental = 14
  CHO-K1 Ca ag = 2.3
  TAAR1 antag = 14
  GPR7 antagonist = -18
  V1aR counter = -1.5
  OXTR agonist = -1.7
  OXTR potentiate = -4

Following part:
SMILES	CHO parental Ca	CHO-K1 Ca antag	M1 PAM parental	CHO-K1 Ca ag	TAAR1 antag	GPR7 antagonist	V1aR counter	OXTR agonist	OXTR potentiate
CCc1nc2ccc(C(=O)N(C)CC(=O)Nc3ccc(F)c(F)c3F)cc2nc1CC	.	-1	8	0.7	-13	.	.	.	.
Cc1cc(CNC(=O)C2CCC(=O)N(Cc3cccc(C(F)(F)F)c3)C2)no1 (stereo not drawn)	-5	-14	34	1.6	-27	-11	0.2	-0.1	-5
CC(C)n1nc(C(=O)Oc2cccc(Cl)c2Cl)c2ccccc2c1=O	-6	-6	18	1.7	-22	-2	2.9	2.0	-2
CCc1ccc(CN(C)C(=O)CCc2nnc(COc3ccccc3)o2)cc1	-21	0	4	1.2	-18	0	1.2	-0.5	-1
Fc1ccc(Sc2ccccc2CNC2=NCCN2)cc1	-16	-4	20	3.9	-6	4	3.5	-1.0	-4
CCC(NS(=O)(=O)c1c(C)[nH]c(=O)[nH]c1=O)C12CC3CC(CC(C3)C1)C2 (stereo not drawn)	-10	8	-5	-0.2	3	-6	1.2	-0.5	-19
COc1ccc(-c2c[n+]3c(n2-c2ccccc2)SCC3)cc1OC	6	-9	10	1.3	-13	-1	0.5	0.1	-14
O=C(CCCCl)NC1=NN(c2ccccc2)C(=O)C1	-6	-12	15	0.2	-16	-3	0.0	0.6	4
CC(C)(C)NC(=O)CN(Cc1cccnc1)C(=O)c1csnn1	1	5	2	0.2	8	-8	1.0	1.2	1
O=C(Cn1cccn1)c1ccccc1	-5	-4	0	0.7	-2	-2	-0.4	0.3	6
COc1cccc2cc(C(=O)NCc3ccc(F)cc3)c(=N)oc12	-2	-12	18	1.2	0	-7	0.2	0.4	0
CCc1nnc(NC(=O)CSc2nnc(-c3ccoc3C)n2-c2ccc(C)cc2)s1	-36	4	-1	-0.5	-4	-3	0.0	-0.8	2
O=c1cc(N2CCc3ccccc3C2)[nH]c(=O)n1-c1ccc(Cl)cc1	-3	-9	-1	0.2	-1	-13	1.2	1.5	-3
Cc1c(CC(=O)NCC(=O)NCC(=O)O)c(=O)oc2cc3c(cc12)CCC(C)(C)O3	5	2	12	-0.3	-5	6	1.3	1.1	1
COCCn1c(C)cc(C(=O)COC(=O)CNC(=O)c2ccccc2)c1C	-10	-7	22	0.3	-7	-9	-0.1	0.3	4
CCc1nc2ccc(C(=O)NCCN3CCCC3)cn2c1N(C)Cc1ccc(OC)cc1	.	-5	12	0.1	-20	.	.	.	.
Clc1cc(Br)ccc1OCCN1CCOCC1	-7	-4	-4	0.5	5	-1	0.0	-0.5	-3
O=C(Nc1ccccc1)c1cc(C2CCCCN2C(=O)c2ccc3c(c2)CCO3)on1 (stereo not drawn)	.	11	-15	1.9	-5	.	.	.	.
Cc1ccc(OCC(=O)N/N=C/c2cn(Cc3ccccc3)c3ccccc23)cc1	-15	-3	19	2.7	-28	-7	0.9	-1.2	-4
Cc1cccn2c(=O)c3cc(S(=O)(=O)c4ccccc4)c(=N)n(Cc4ccco4)c3nc12	8	-4	4	0.3	-26	-1	-0.5	-0.1	-10
CC(=O)c1ccc(NC(=O)CSc2nnc(-c3ccoc3C)n2Cc2ccccc2)cc1	-36	-13	13	0.4	8	-1	-0.3	-2.4	-14
COc1ccc(C(=O)N/C(=C\c2cn(S(=O)(=O)N(C)C)c3ccccc23)C(=O)N2CCN(C)CC2)cc1	-15	-7	-4	2.0	-17	-8	2.0	-0.5	-7
O=C1/C(=C\c2ccc(-c3ccccc3Cl)o2)SC(=S)N1CC1CCCO1 (stereo not drawn)	0	-4	16	0.8	2	5	0.0	0.1	0
O=C(OCC(=O)c1c[nH]c2ccccc12)c1ccc([N+](=O)[O-])s1	-2	23	-10	2.2	7	-2	2.0	3.5	-10
CCOC(=O)C1=C(COC(=O)c2sccc2C)NC(=O)NC1C (stereo not drawn)	-20	-6	11	0.1	8	.	0.2	0.0	-5
CCCCc1nc2c(C)c(N)cnc2n1Cc1cccc([N+](=O)[O-])c1	-12	-1	3	0.1	-13	9	0.7	-0.7	-5
O=C1CC(c2ccc(Cl)cc2)n2nc(N3C(=O)c4ccccc4C3=O)nc2N1 (stereo not drawn)	-3	-6	6	1.2	-26	-2	0.3	3.1	-10
CN1CCSc2ccc(C(=O)Nc3cccc(F)c3)cc21	-21	6	-13	0.0	-14	-3	-0.8	-0.6	-6
CCSc1sccc1C1C(C#N)=C(N)N(c2cccnc2)C2=C1C(=O)CC(C)(C)C2 (stereo not drawn)	-8	-3	12	12	2	-2	0.6	1.1	-8
CC1(C(=O)OCC(=O)Nc2ccc(S(=O)(=O)N3CCOCC3)cc2)CC1(Cl)Cl (stereo not drawn)	-3	-8	3	2.6	5	.	6.0	7.3	-8
CCc1nc(Nc2ccc3c(c2)OCO3)c2oc3ccccc3c2n1	-30	7	1	0.1	10	-13	-2.2	-1.7	-5
Cc1cc(C(=O)Nc2ccccc2C(F)(F)F)no1	-5	-12	6	0.1	0	-6	-0.5	-0.4	0
CS(=O)c1ccccc1-c1nc(-c2ccc([N+](=O)[O-])cc2)no1 (stereo not drawn)	.	-12	15	0.5	-22	.	.	.	.
CCOc1cc(C(=O)Nc2cc3c(cc2N2CCOCC2)n(C)c(=O)n3C)cc(OCC)c1OCC	-23	-10	16	1.4	-13	-10	-1.0	-2.0	-2
COc1cc(CC(=O)OCC(=O)NC2CCCCC2C)cc(OC)c1OC (stereo not drawn)	-9	-6	1	0.6	14	.	0.0	-0.3	-2
COc1ccc(NC(=S)N2CCN(Cc3cccc(F)c3)CC2)c(OC)c1	-8	9	-15	0.2	13	-7	0.9	0.2	-3
Cc1ccc(-c2n[nH]c3c2C(c2ccccc2)N(c2ccc(C(=O)O)cc2)C3=O)cc1 (stereo not drawn)	1	-3	-1	0.1	-26	-10	1.0	-0.2	-5
Cc1ccccc1NC(=O)CSC(N)=O	3	-11	15	1.3	-2	10	0.7	1.6	-8
COc1ccc(CNC(=O)C(C)N2C(=O)NC3(CCCCCCC3)C2=O)cc1 (stereo not drawn)	.	-3	1	1.1	-8	.	.	.	.
CCOc1cc(-c2nc(-c3ccccc3OC)no2)cc(OCC)c1OCC	-17	-4	16	-0.1	-17	-11	0.0	-1.5	-12
O=C(Nc1ccc(N2CCOCC2)nc1)c1c(F)cccc1F	-12	0	-3	0.1	-12	-14	1.3	-0.1	0
O=S(=O)(c1ccc(Cl)cc1)n1ccc(-c2cccc(OCc3c(F)cccc3Cl)c2)n1	15	-2	6	0.0	-6	-3	0.5	1.8	-12
O=C(c1ccccc1)N(NC(=O)C(O)(c1ccccc1)c1ccccc1)c1cccc(F)c1	-7	-2	19	1.8	8	37*	-1.6	-2.8	0
C=CCNC(=O)c1ccc(-n2cccc2)cc1	-6	-9	15	-0.1	-9	-10	-0.3	-0.6	-5
C[N+](C)(CCCCCC[N+](C)(C)CCCN1C(=O)c2cccc3cccc(c23)C1=O)CCCN1C(=O)c2cccc3cccc(c23)C1=O	-2	-2	10	0.1	.	.	-0.8	-0.9	-9
COc1ccc(OC)c(C(=O)NC(CC(N)=O)c2ccc(N3CCCCCC3)c([N+](=O)[O-])c2)c1 (stereo not drawn)	-20	-4	-11	0.3	1	0	0.2	-0.2	-4
CCOP(=O)(c1ccc(N(C)C)cc1)C(O)c1ccncc1 (stereo not drawn)	-25	-2	-2	0.5	14	1	-1.2	-0.4	-9
COc1ccc(S(=O)(=O)N2CCCC(C(=O)N3CCCCCC3)C2)cc1 (stereo not drawn)	-15	-4	-3	0.4	.	9	4.3	2.6	-8
COc1ccc(C(=O)NCC(c2ccco2)N2CCCC2)cc1S(=O)(=O)N1CCCCC1C (stereo not drawn)	-13	-12	9	0.3	13	.	0.1	0.0	5
Cc1ccc([N+](=O)[O-])cc1NC(=O)c1ccoc1C	-7	20	-14	0.1	-12	-11	-0.5	-1.4	-5
Cc1ccc(S(=O)(=O)Nc2ccccc2N(C)S(=O)(=O)c2ccc(C)cc2)cc1	2	-20	8	4.6	31	.	1.9	3.2	-16
CN(c1ccccc1C(=O)Nc1ccc(CC#N)cc1)S(=O)(=O)c1ccccc1	-10	0	-18	0.5	-11	7	0.3	0.8	-5

Assay outcomes from PubChem.
